Growth percent in the NCI-60 one-dose screen (48 h, 10 µM unless noted): 100 = growth as untreated, 0 = no growth, -100 = all killed.
HL-60(TB): HL-60(TB) leukemia cells. AID 1794776. 78,000 compounds, 9% hits; active = growth percent below 10
The depositor's hits bear a star; & = joins results of further samples; [ ] = remark or other dose. Not all compounds are listed; rates above refer to the full screens.

The first 11 compounds as a preview:
Results for Nc1nc2c(C(=O)Nc3ccccc3)c(Nc3ccccc3)nn2c(Nc2ccccc2)c1-c1nc2ccccc2s1 ?
HL-60(TB): 105.4

What do the screens show for `Nc1ccc2ccc(S(=O)(=O)O)cc2c1`?
HL-60(TB): 99.4

What do the screens show for `CCCCCC(C)C1C(=O)NC(=O)NC1=O` (configuration not stated)?
HL-60(TB): 106.2

How did CC(C)(C)[Si](C)(C)O[C@H]1C(=O)C=CN2CC=C[C@@H]12 do in these assays?
HL-60(TB): 89.5[100 µM]

Results for CC(=O)c1ccc(N=NC2C(=O)N(c3ccccc3)N=C2C)cc1 (configuration not stated) ?
HL-60(TB): 86.4

What do the screens show for `C#Cc1cccc(Nc2ncnc3ccc(NC(=O)c4cccs4)cc23)c1`?
HL-60(TB): 85.7

Results for O=C(NNc1ccccc1)n1c(=O)c2ccccc2c(=O)n1-c1ccccc1 ?
HL-60(TB): 82.7

How did O=C1NCCCn2nc3c(c21)CC(NCc1ccc(Cl)cc1)CC3 (configuration not stated) do in these assays?
HL-60(TB): 99.4

How did CC(C)[C@@H]1CC[C@]2(C(=O)NCCCCN=C(N)N)CC[C@]3(C)[C@H](CC[C@@H]4[C@@]5(C)CCC(=O)C(C)(C)[C@@H]5CC[C@]43C)[C@@H]12 do in these assays?
HL-60(TB): 13.5

What do the screens show for `CC(C)CC(NC(=O)C(C)N)C(=O)OC(C)(C)C` (configuration not stated)?
HL-60(TB): 126.9

Results for O=S(=O)(Nc1nc2ccccc2[nH]1)c1ccc2ccccc2c1 ?
HL-60(TB): 55.4

This part in full, from the first entry:
Results for Nc1nc2c(C(=O)Nc3ccccc3)c(Nc3ccccc3)nn2c(Nc2ccccc2)c1-c1nc2ccccc2s1 ?
HL-60(TB): 105.4

What do the screens show for `Nc1ccc2ccc(S(=O)(=O)O)cc2c1`?
HL-60(TB): 99.4

What do the screens show for `CCCCCC(C)C1C(=O)NC(=O)NC1=O` (configuration not stated)?
HL-60(TB): 106.2

How did CC(C)(C)[Si](C)(C)O[C@H]1C(=O)C=CN2CC=C[C@@H]12 do in these assays?
HL-60(TB): 89.5[100 µM]

Results for CC(=O)c1ccc(N=NC2C(=O)N(c3ccccc3)N=C2C)cc1 (configuration not stated) ?
HL-60(TB): 86.4

What do the screens show for `C#Cc1cccc(Nc2ncnc3ccc(NC(=O)c4cccs4)cc23)c1`?
HL-60(TB): 85.7

Results for O=C(NNc1ccccc1)n1c(=O)c2ccccc2c(=O)n1-c1ccccc1 ?
HL-60(TB): 82.7

How did O=C1NCCCn2nc3c(c21)CC(NCc1ccc(Cl)cc1)CC3 (configuration not stated) do in these assays?
HL-60(TB): 99.4

How did CC(C)[C@@H]1CC[C@]2(C(=O)NCCCCN=C(N)N)CC[C@]3(C)[C@H](CC[C@@H]4[C@@]5(C)CCC(=O)C(C)(C)[C@@H]5CC[C@]43C)[C@@H]12 do in these assays?
HL-60(TB): 13.5

What do the screens show for `CC(C)CC(NC(=O)C(C)N)C(=O)OC(C)(C)C` (configuration not stated)?
HL-60(TB): 126.9

Results for O=S(=O)(Nc1nc2ccccc2[nH]1)c1ccc2ccccc2c1 ?
HL-60(TB): 55.4

How did C#C[C@]1(O)CC[C@H]2[C@@H]3CC=C4c5sc(Nc6ncccc6C)nc5CC[C@]4(C)[C@H]3CC[C@@]21C do in these assays?
HL-60(TB): -29.6*

How did CC1(C)c2ccccc2C(=O)C1(Br)Cc1ccccc1 (configuration not stated) do in these assays?
HL-60(TB): 9.5*

What do the screens show for `O=C(OC1C2COC(O2)C(OC(=O)c2ccccc2)C1OC(=O)c1ccccc1)c1ccccc1` (configuration not stated)?
HL-60(TB): 133.7

Results for Cc1c(C(=O)N2CCN(c3nsc4ccccc34)CC2)nnn1-c1ccc(Cl)cc1 ?
HL-60(TB): 84.3

How did CC(=O)N[C@@H](CO)CC(=O)c1ccc2c(c1N)C=CC(C)(C)O2 do in these assays?
HL-60(TB): 109.4

What do the screens show for `Cc1nccc2c3ccc(OCc4cn(-c5ccc(Br)cc5)nn4)cc3n(CCCc3ccccc3)c12`?
HL-60(TB): 46.1

How did O=c1c2ccccc2c2nccn2c2cc(Cl)ccc12 do in these assays?
HL-60(TB): 30.3

What do the screens show for `O=C(OC(=Nc1ccccc1)c1nccc2ccccc12)c1ccccc1`?
HL-60(TB): 98.5

Results for N#Cc1c(N2CCNCC2)nc2n(c1=O)-c1ccccc1Sc1ccccc1-2 ?
HL-60(TB): 82.8

What do the screens show for `COc1cc2nc(SCc3nnc(NC(=O)c4ccccc4)s3)n(-c3ccc(Cl)cc3)c(=O)c2cc1OC`?
HL-60(TB): 114.0

Results for O=[N+]([O-])CC(c1ccccc1F)c1c[nH]c2ccccc12 (configuration not stated) ?
HL-60(TB): 51.1

What do the screens show for `OC1CSSC1Cn1cnc2c(Nc3ccc(F)c(Cl)c3)ncnc21` (configuration not stated)?
HL-60(TB): 45.8

What do the screens show for `Cc1ccc(N(C)c2cc(NC3CC3)n3ncc(C#N)c3n2)cc1N(C)C(=O)C1CC1`?
HL-60(TB): 82.6

Results for CCCCCCCCCCOc1ccc(/C=C/C(=O)c2ccc(B(O)O)cc2)cc1 ?
HL-60(TB): 34.4

What do the screens show for `O=S(=O)(NCCCNc1nccc(-c2c(-c3cccc(F)c3)nc3occn23)n1)c1cccc2ccccc12`?
HL-60(TB): -26.8*

How did O=C(O)/C=C/C(=O)Nc1ccc(I)cc1 do in these assays?
HL-60(TB): 97.0

What do the screens show for `CC(=O)Nc1ccc2c(c1Br)Cc1ccccc1-2`?
HL-60(TB): 51.5

How did COC(=O)[C@]1(C)CCC[C@@]2(C)[C@H]1CC(C=O)=C1C=C(C(C)C)CC[C@@H]12 do in these assays?
HL-60(TB): 91.2

How did O=C(Cn1cc(CN2C(=O)c3ccc([N+](=O)[O-])cc3C2=O)nn1)Nc1ccc(Cl)cc1Cl do in these assays?
HL-60(TB): 99.6

Overlap with the part before: two compounds, followed by the next part.
How did COC(=O)[C@]1(C)CCC[C@@]2(C)[C@H]1CC(C=O)=C1C=C(C(C)C)CC[C@@H]12 do in these assays?
HL-60(TB): 91.2

How did O=C(Cn1cc(CN2C(=O)c3ccc([N+](=O)[O-])cc3C2=O)nn1)Nc1ccc(Cl)cc1Cl do in these assays?
HL-60(TB): 99.6

How did CN(C)c1ccc(N=Nc2ccc(Br)cn2)c(O)c1 do in these assays?
HL-60(TB): -41.4*

Results for CC(=O)OC1CC2CC1C1C=CCC21 (configuration not stated) ?
HL-60(TB): 164.9&94.9

How did COC(=O)c1cc(C(C)=O)n2c1ccc1c3ccccc3ccc12 do in these assays?
HL-60(TB): 103.5

What do the screens show for `COc1ccc(C2SCC(=O)N2NC(=O)CCC(=O)c2nc3ncccc3[nH]2)cc1` (configuration not stated)?
HL-60(TB): 98.5

What do the screens show for `CCC(=O)c1c(O)cc(O)cc1O`?
HL-60(TB): 102.8

Results for C#CCOc1ccccc1C(OC(=O)c1cccc(N)c1)C(=O)NC(C)(C)C(C)(C)C (configuration not stated) ?
HL-60(TB): 115.2

Results for O=C1c2ccccc2C(=O)N1CNc1ccc(Cl)cn1 ?
HL-60(TB): 100.5

How did N#Cc1c(-c2cccc(Cl)c2)cc(-c2cccc(Cl)c2)[nH]c1=O do in these assays?
HL-60(TB): -11.9*

What do the screens show for `NCCOc1ncccc1/C=C1\C2C=CC=CC2C2C=CC(F)=CC12` (configuration not stated)?
HL-60(TB): -24.3*

Results for COc1ccc(C(=O)/C=C/c2cc(OC)c(OC)c(OC)c2)cc1S(=O)(=O)Nc1cccnc1 ?
HL-60(TB): 87.8

How did c1ccn2c(NCCN3CCOCC3)c(-c3ccc4c(c3)OCO4)nc2c1 do in these assays?
HL-60(TB): 106.1

Results for COc1ccc(C/C(C)=C(/c2ccc(OCCCN(C)C)cc2)c2ccc(OC(=O)Cc3ccccc3)cc2)cc1 ?
HL-60(TB): 87.0

Results for FC(F)Oc1ccc(C(Nc2cccc(C(F)(F)F)c2)c2nnnn2C2CCCCC2)cc1OCC1CC1 (configuration not stated) ?
HL-60(TB): 97.9

Results for COc1cc(OC)c(/C=C2\N=C(c3ccccc3)OC2=O)c(OC)c1 ?
HL-60(TB): 96.2

What do the screens show for `Brc1cccc(-c2cc(-c3cnc4c(c3)OCCO4)n[nH]2)c1`?
HL-60(TB): 21.2

Results for CSc1nnc(-c2cc3c([nH]c4ccccc43)c(-c3cccc(O)c3)n2)n1-c1ccc(C)cc1 ?
HL-60(TB): -16.1*

Results for CCOC(=O)c1c(C)n(-c2ccccc2)c2c1c(-c1ccccc1)nc1ccccc12 ?
HL-60(TB): 89.1

How did Brc1cccc2ccccc12 do in these assays?
HL-60(TB): 117.7

Results for CC(=O)OCC(=O)C1(O)CCC2C3CCC4CC(=O)CCC4(C)C3C(=O)CC21C (configuration not stated) ?
HL-60(TB): 100.3

How did O=c1oc2cc(O)ccc2s1 do in these assays?
HL-60(TB): 100.5

Results for O=C(O)CN1CCc2c(sc3ncnc(N/N=C/c4ccc(Br)cc4)c23)C1 ?
HL-60(TB): 99.5

How did COc1cc(/C=C/C(=O)c2nnn(-c3ccc([N+](=O)[O-])cc3)c2C)ccc1O do in these assays?
HL-60(TB): 90.8

Results for O=C1c2nccnc2C(=O)N1Cc1ccccc1 ?
HL-60(TB): 102.9

What do the screens show for `CCN(CC)CCSC(=O)C(c1ccccc1)C1CCCC1` (configuration not stated)?
HL-60(TB): 93.9

Results for ClCCSC(c1ccccc1)(c1ccccc1)c1ccccc1 ?
HL-60(TB): 50.3

How did COc1cc(/C=C/C(=O)c2cnn(-c3cc(=O)[nH]c4ccc(Cl)cc34)c2C)cc(OC)c1OC do in these assays?
HL-60(TB): -23.1*

What do the screens show for `CN(C)Cc1c[nH]c2cc([N+](=O)[O-])ccc12`?
HL-60(TB): 63.2

How did CS(=O)(=O)c1ccc(-c2nc3cc(Cl)ccc3n2CC(=O)N/N=C/c2ccc(Cl)cc2)cc1 do in these assays?
HL-60(TB): 25.3

Results for Nc1ccc([N+](=O)[O-])c2c1Oc1ccccc1O2 ?
HL-60(TB): -17.4*

How did COc1cc(/C=C2\Oc3cc(OCCN4CCCC4)ccc3C2=O)cc(OC)c1OC do in these assays?
HL-60(TB): 96.7

Results for COc1cc(NC(C)CCCNC(=O)CCC(=O)NCCCNCCCCCCCCNCCCNC(=O)CCC(=O)NCCCC(C)Nc2cc(OC)cc3cccnc23)c2ncccc2c1 (configuration not stated) ?
HL-60(TB): 56.5

Results for N#Cc1c(-c2ccc(F)cc2)nc(SCc2ccc([N+](=O)[O-])cc2)nc1N1CCOCC1 ?
HL-60(TB): 82.7

What do the screens show for `CCC1COCC1Cc1cncn1C` (configuration not stated)?
HL-60(TB): 137.1

What do the screens show for `O=C1NC(=O)c2c1c1c3ccccc3ccc1c1[nH]c3ncccc3c21`?
HL-60(TB): 101.3

How did C[CH2][Pb]([CH2]C)([CH2]C)[O]C(=O)c1ccc(N)cc1 do in these assays?
HL-60(TB): 56.1

Results for COc1cccc(N2CCN(c3ncnc4c3[nH]c3ccc(F)cc34)C[C@H]2C)c1 ?
HL-60(TB): 33.0

Results for COc1ccc2nc(-n3c(=O)c4ccccc4n(-c4ccccc4)c3=O)sc2c1 ?
HL-60(TB): 98.3

What do the screens show for `CC(=O)c1cc(C)c(C)cc1C`?
HL-60(TB): 106.8

What do the screens show for `O=C1CCCCc2cc(O)c(O)cc21`?
HL-60(TB): 104.0

How did C=C(C)[C@@H]1CC[C@]2(C)[C@H](CC=C3[C@@H]4CC(C)(C)CC[C@]4(C=O)CC[C@]32C)[C@@]1(C)CCCN do in these assays?
HL-60(TB): -3.4*

How did CC(C)CCSC1=CC(=O)c2ccccc2C1=O do in these assays?
HL-60(TB): 13.3

What do the screens show for `CCSc1nnc(-c2cnn3c2NC(c2ccccc2)C3)n1-c1ccc(Cl)cc1` (configuration not stated)?
HL-60(TB): 82.0

What do the screens show for `Clc1ccc(OCc2cn(Cc3ccc(-c4ccccc4-c4nn[nH]n4)cc3)nn2)cc1`?
HL-60(TB): 122.9

Results for Cc1ccc(-c2cn(-c3ccc(Cl)cc3)c(SCc3ncc(C)cc3C)n2)cc1 ?
HL-60(TB): 93.5

How did CN(C)C1OCCO1 do in these assays?
HL-60(TB): 95.3

How did COc1cc(/C=N/NC(=O)CSc2nc3sc4c(c3c(=O)n2-c2ccc(Cl)cc2)CCCC4)ccc1O do in these assays?
HL-60(TB): 94.0

Results for CCCc1c(C)[nH]c2ccccc2c1=O ?
HL-60(TB): 110.4

What do the screens show for `C=COCC(F)(F)F`?
HL-60(TB): 95.8

What do the screens show for `CN1C(=O)N(C)C2Nn3c(s/c(=C\c4ccc(Br)cc4)c3=O)=NC21` (configuration not stated)?
HL-60(TB): 99.6

Results for COc1cc(Cn2nc(-c3ccccc3)c3c2CCc2cnoc2-3)cc(OC)c1OC ?
HL-60(TB): 93.4

What do the screens show for `COc1cc2nc(Cl)nc(Nc3cccc(C(=O)/C=C/c4ccc(F)cc4)c3)c2cc1OC`?
HL-60(TB): 62.1

How did N#Cc1c(-c2ccc(F)cc2)cc(-c2ccc(Br)s2)[nH]c1=O do in these assays?
HL-60(TB): 84.6

What do the screens show for `C=CCNC(=O)NC(=O)Cc1ccccc1`?
HL-60(TB): 48.4

How did Cc1cc(=O)n(C)c2cc(N3C(=O)CC[C@@H](NS(=O)(=O)CC(C)C)[C@@H]3c3ccc(Cl)cc3)ccc12 do in these assays?
HL-60(TB): 92.1

Results for COc1ccc(-c2nc3c(c(-c4ccc(Cl)cc4)nn3-c3ccccc3)c(-c3ccc(O)cc3)c2C#N)cc1 ?
HL-60(TB): 22.7

What do the screens show for `CN(C)c1ccc(CNCCO)cc1`?
HL-60(TB): 96.1

How did O=C(CSc1nc2ccccc2[nH]1)c1cc2ccccc2o1 do in these assays?
HL-60(TB): 101.0

How did COc1cccc2nc(Nc3cccc(NC(=O)c4ccc(CN5CCCN(C)CC5)c(C(F)(F)F)c4)c3)ccc12 do in these assays?
HL-60(TB): -54.3*

What do the screens show for `Cc1c(Cl)cc(C(C)C)c(O)c1CN1CCOCC1`?
HL-60(TB): 90.0

Results for COc1ccc(N2CCN(C(CNC(=O)CC(C)(C)C)c3ccc4c(c3)OCO4)CC2)cc1 (configuration not stated) ?
HL-60(TB): 94.9

What do the screens show for `O=C(c1cccs1)C1CC1`?
HL-60(TB): 96.9

Results for C=C1C(=O)O[C@H]2[C@H]1CC/C(COC(=O)NCCc1ccc(Br)cc1)=C\CC[C@@]1(C)O[C@@H]21 ?
HL-60(TB): -14.0*

What do the screens show for `O=C1CSC(c2cc3ccccc3[nH]c2=O)N1Cc1ccc2c(c1)OCO2` (configuration not stated)?
HL-60(TB): 95.7

From PubChem BioAssay
